Compound activity deposited in PubChem by Sanford-Burnham Center for Chemical Genomics.
EBI2 antag: EBI2 receptor antagonists, beta-arrestin recruitment, primary screen, cell-based, luminescence, 7a,25-OHC stimulation, uHTS; AID 651636, 2012; inhibition, % at 5 µM; G-protein coupled receptor 183 (Homo sapiens), P32249; 7a,25-OHC stimulated; 360,000 compounds, 0.81% hits; in the data active means inhibition above about 38%;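 further: enzyme fragment complementation signal reports receptor beta-arrestin coupling in cells; 0% = agonist plus DMSO wells and 100% = wells without agonist; some results beyond the cut were filed as inactive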
Jurkat NFkB inh: inhibitors of induced NF-kB luciferase reporter, primary screen, TCR NF-kB activation inhibitor project, cell-based, luminescence, uHTS. Jurkat, PMA/ionomycin-induced NF-kB luciferase reporter. inhibition, % at 4 µM. 330,000 compounds, 0.53% hits; in the data active means inhibition above about 50%
UBC13 polyUb: UBC13 polyubiquitin chain formation inhibitors, primary screen, biochemical, TR-FRET, uHTS; Ubiquitin-conjugating enzyme E2 N (Homo sapiens), P61088; inhibition, % at 20 µM; 330,000 compounds, 0.47% hits; in the data active means inhibition above about 45%, passing the limit was not always enough
Target sequence (P61088 whole entry, looked up): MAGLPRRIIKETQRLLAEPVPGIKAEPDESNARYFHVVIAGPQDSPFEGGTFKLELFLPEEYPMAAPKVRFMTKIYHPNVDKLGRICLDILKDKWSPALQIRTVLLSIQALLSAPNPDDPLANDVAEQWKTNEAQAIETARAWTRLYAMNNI
697 NFkB inh: inhibitors of PMA/ionomycin-induced NF-kB reporter, 697 cells, primary screen, B-cell NF-kB inhibitor project, cell-based, luminescence, uHTS; AID 435022, 2010; inhibition, % at 4 µM; 330,000 compounds, 0.33% hits; 697 B-cell NF-kB luciferase reporter, 16 h; in the data active means inhibition above about 35%
CXCR6 block: CXCR6 receptor inhibitors, primary screen, cell-based, beta-arrestin, luminescence, CHO-K1 PathHunter, 1536-well; C-X-C chemokine receptor type 6 (Homo sapiens), O00574; inhibition, % at 20 µM; 360,000 compounds, 0.36% hits; AID 602244, 2012; in the data active means inhibition above about 34%, passing the limit was not always enough;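 further: antagonist mode with CXCL16 agonist at 10 nM final; 0% = 10 nM CXCL16 with DMSO and 100% = unstimulated wells without agonist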
CCR6 antag: CCR6 receptor antagonists, primary screen, cell-based, CHO-K1, luminescence, beta-arrestin, uHTS | C-C chemokine receptor type 6 (Homo sapiens), P51684 | CHO-K1 CCR6 PathHunter beta-arrestin, CCL20-stimulated | inhibition, % at 20 µM | 340,000 compounds, 0.49% hits | AID 493098, 2011;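 active means compounds whose inhibition of the agonist-driven luminescence signal at 20 µM reaches about 50%, limit read from the data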;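 further: cells stimulated with CCL20 at 14 nM final; plate controls were DMSO with CCL20 for no effect and DMSO without agonist for full effect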
Target sequence (P51684 whole entry, looked up): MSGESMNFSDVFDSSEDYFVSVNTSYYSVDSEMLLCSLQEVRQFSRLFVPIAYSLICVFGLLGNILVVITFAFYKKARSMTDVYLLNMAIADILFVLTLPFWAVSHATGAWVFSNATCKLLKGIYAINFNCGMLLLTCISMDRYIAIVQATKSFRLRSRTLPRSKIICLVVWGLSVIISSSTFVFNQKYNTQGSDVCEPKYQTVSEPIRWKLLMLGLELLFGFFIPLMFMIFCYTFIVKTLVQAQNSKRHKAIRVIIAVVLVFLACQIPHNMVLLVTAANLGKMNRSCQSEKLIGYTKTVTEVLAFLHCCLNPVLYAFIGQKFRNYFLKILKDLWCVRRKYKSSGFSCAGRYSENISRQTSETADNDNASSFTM
APJ antag: antagonists of human apelin receptor APJ, primary screen, CHO-K1 cells, beta-arrestin complementation, luminescence; P35414; inhibition, % at 20 µM; 330,000 compounds, 0.32% hits;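 active means inhibition above about 40% at 20 µM, limit read from the data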;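 further: cells challenged with 10 nM apelin-13 agonist together with compound; plate controls were apelin-13 plus DMSO wells for no effect and DMSO wells lacking apelin-13 for full effect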
Target sequence (P35414 whole entry, looked up): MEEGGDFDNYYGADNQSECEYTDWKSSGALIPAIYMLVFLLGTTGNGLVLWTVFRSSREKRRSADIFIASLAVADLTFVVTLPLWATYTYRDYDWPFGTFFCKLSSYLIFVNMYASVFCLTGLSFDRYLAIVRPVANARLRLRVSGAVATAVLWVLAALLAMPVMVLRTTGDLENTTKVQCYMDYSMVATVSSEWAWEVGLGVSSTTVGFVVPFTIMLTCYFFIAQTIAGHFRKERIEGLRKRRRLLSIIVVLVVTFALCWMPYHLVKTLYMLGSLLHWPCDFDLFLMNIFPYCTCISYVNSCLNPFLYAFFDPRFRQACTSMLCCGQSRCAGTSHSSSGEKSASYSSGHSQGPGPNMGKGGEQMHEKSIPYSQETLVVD
Gli-Sufu block: Gli-Sufu pathway antagonists, primary screen, luciferase luminescence, Sufu-KO-LIGHT cells, uHTS; 340,000 compounds, 0.74% hits; Sufu-KO-LIGHT fibroblasts, Gli luciferase reporter luminescence; inhibition, % at 5 µM;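 active means inhibition above about 55%, limit read from the data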;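 further: 0% = DMSO-treated cells and 100% = wells with medium but no cells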
* hit, by the source's call; i = inactive; · = no result given.

Sequence of screens – EBI2 antag	Jurkat NFkB inh	UBC13 polyUb	697 NFkB inh	CXCR6 block	CCR6 antag	APJ antag	Gli-Sufu block
O=C(Nc1ccc2c(c1)CCC2)c1ccc(F)c(S(=O)(=O)N2CCOCC2)c1
→ 4	-48	10	-43	1	0	-7	-10
CCCCn1c(=O)[nH]c(=O)c2c1nc(-c1cccc(OC)c1)n2C
→ -6	-19	3	-21	-2	18	0	10
Cc1cc2nc(-c3ccc4c(c3)CCC4)ccn2n1
→ -11	-30	0	-16	-6	18	21	-23
O=C(NCCC1=CCCCC1)C(=O)NCCc1ccc(Cl)cc1
→ 11	-1	6	21	0	5	-5	3
C=CCn1c(SCC(=O)N2N=C(c3ccco3)CC2c2ccco2)nnc1-c1ccncc1 (stereo not drawn)
→ -16	-4	-5	3	-6	4	1	-2
Cc1ccc(OCC(=O)Nc2ccc(NC(=O)c3ccccc3)cc2)cc1C
→ -3	-8	-11	-8	-2	6	14	-22
Nc1c(C(=O)NCc2ccc3c(c2)OCO3)nnn1Cc1ccc(Br)cc1
→ 9	4	-3	-11	-4	11	-15	9
CN(C(=O)CSc1nnc2ccccn12)c1c(N)n(Cc2ccccc2)c(=O)[nH]c1=O
→ 1	2	-3	-14	-5	-6	9	-2
CCOC(=O)N1CCN(C(=O)C2CCCN(S(=O)(=O)c3cc(C)ccc3OC)C2)CC1 (stereo not drawn)
→ 0	-14	2	-38	-7	6	6	3
Cc1ccn(CC(=O)NC2CCCN(Cc3ccc(CC(C)C)cc3)C2)n1 (stereo not drawn)
→ 4	21	8	-5	-10	3	-14	18
CC(=O)Nc1ccc(NC(=O)C2CC(=O)N(c3cccc(Cl)c3)C2)cc1 (stereo not drawn)
→ 3	-8	1	-8	0	8	-1	1
COc1cc(/C=N/n2nnnc2N)ccc1OCC#N
→ -1	0	-8	3	1	-5	-6	6
Cc1[nH]c2ccccc2c1C(=O)C(=O)N1CC(C)OC(C)C1 (stereo not drawn)
→ 1	10	-4	5	2	11	11	0
CCCn1ccc2c(OCC(=O)Nc3ccc(NC(C)=O)cc3)cccc2c1=O
→ -15	14	-6	-11	-5	16	10	-5
CCCOC(=O)c1c(NC(=O)/C=C/c2cnn(C)c2C)sc(C(=O)OC)c1C
→ 19	-3	28	10	-3	-20	-3	3
C/C=C/c1ccc(OCC(=O)NCc2ccccc2OC)c(OC)c1
→ 6	-4	3	-7	7	8	-12	-5
Cc1ccccc1-n1c(C)nnc1SCC(=O)N1CCc2ccccc2C1
→ -8	-2	3	12	6	9	5	1
O=C(c1ccco1)N1C2C=CC(C2)C1(C(F)(F)F)C(F)(F)F (stereo not drawn)
→ 2	6	1	27	-5	-3	5	-2
c1ccc(NNC2=NCCCCC2)cc1
→ -8	4	5	11	2	9	21	-1
O=C1CSC(c2cccc([N+](=O)[O-])c2)N1c1ccc(O)cc1 (stereo not drawn)
→ -3	-3	-4	6	7	6	6	-4
CCCCn1c(N)c(N(CC(C)C)C(=O)c2cc3c(s2)CCCCC3)c(=O)[nH]c1=O
→ -1	-4	0	18	9	8	19	-6
Cc1ccc(N=Cc2cc(Br)cc(Cl)c2O)cc1
→ -4	19	-1	-4	20	24	8	2
CC(=O)N1[C@H](C)C=C[C@]1(Cc1ccccc1)C(=O)NCc1cc(F)cc(C(F)(F)F)c1
→ -4	7	11	20	2	10	23	-4
COc1ccc(Nc2nnc(-c3ccc(C(=O)NCCO)cc3)c3ccccc23)cc1
→ -14	-2	-8	13	2	2	-22	-4
CC(Oc1ccccc1)C(=O)N/N=C/c1ccccn1 (stereo not drawn)
→ -6	2	-9	4	-7	-11	-9	-7
CCOC(=O)N1CCN(C(=O)COC(=O)C2CCN(S(=O)(=O)c3c(C)c(C)cc(C)c3C)CC2)CC1
→ -8	2	2	-20	-2	8	16	-2
COc1ccc(C(=O)NC2CCN(S(=O)(=O)c3ccc(C)cc3)CC2)cc1
→ -11	15	-6	6	-4	16	9	-4
COc1ccccc1CC(=O)NNS(=O)(=O)c1cccc([N+](=O)[O-])c1
→ -19	-4	2	30	1	-11	-14	10
O=C(NCCc1ccccc1)C(=O)NCC1OCCN1S(=O)(=O)c1ccc2c(c1)OCCO2 (stereo not drawn)
→ 4	-7	-7	7	-3	2	1	4
O=C1CCC(C(=O)N2CCN(c3ccccc3Cl)CC2)CN1CC1CCCCC1 (stereo not drawn)
→ -3	4	-8	-25	-6	17	-1	22

(further entries)
Sequence of screens – EBI2 antag	Jurkat NFkB inh	UBC13 polyUb	697 NFkB inh	CXCR6 block	CCR6 antag	APJ antag	Gli-Sufu block
Cc1ccc(N2CC(C(=O)Nc3nnc(SCC(=O)NCC4CCCO4)s3)CC2=O)cc1C (stereo not drawn)
→ -2	9	-11	18	-2	6	5	-8
Cc1cccnc1NC(=O)NC(=O)c1ccc(C(C)(C)C)s1
→ -6	-23	4	-11	1	3	14	-21
CC(=O)Nc1cccc(OC(=O)c2ccoc2C)c1
→ -12	10	8	-11	-6	-7	5	-4
O=C(Nc1nc2cc3c(cc2s1)OCCO3)C1=COCCO1
→ -18	37	-9	4	-4	5	11	49
CC1=C(c2ccc(C(C)C)cc2)S(=O)(=O)N=C1N1CCN(C(=O)c2ccco2)CC1
→ -5	-7	-4	-15	1	15	1	0
O=C(CSc1ccc(F)cc1)N1CCC(c2nc3ccccc3s2)CC1
→ 46*	16	-4	1	-1	11	2	2
COc1ccc2cc1Oc1ccc(cc1)C[C@H]1c3cc(c(OC)cc3CCN1C)Oc1c(OC)c(OC)cc3c1[C@@H](C2)N(C)CC3
→ -9	-3	27	6	13	12	7	12
COc1ccc(/C=C/C(=O)NCC(=O)n2nc(C)cc2C)cc1
→ 26	9	7	17	5	5	-1	2
Cc1cc(C)n2nc(SCC(=O)c3ccccc3)nc2n1
→ -11	-11	-2	-2	-3	16	-2	-11
O=C(CCCCCCC(=O)Nc1ccccc1)NO
→ -16	24	40	i	0	6	11	84*
CC(=O)c1ccc(OCc2cc(C(=O)N3CCCCC3c3cccnc3)no2)cc1 (stereo not drawn)
→ -9	-56	-3	-99	0	0	-13	-8
O=c1[nH]c2ccccc2c(=O)n1Cc1ccco1
→ -5	-1	1	6	-4	8	2	8
CCOC(=O)C12CNC(=O)C(C(=O)OCC)(CNC1=O)C2
→ -7	-6	5	0	2	6	0	0
COc1cc(NC(=O)c2nn(C)c3c2CS(=O)(=O)c2ccccc2-3)cc(OC)c1
→ 5	1	2	-8	-3	6	10	14
N#Cc1ccccc1OCC(=O)NNC(=O)CCC1CCCC1
→ 17	-1	14	1	-4	3	0	-1
O=S(=O)(c1cccc(NC(=S)N2CCN(c3cccc(Cl)c3)CC2)c1)C(F)F
→ 17	3	1	2	-14	15	1	9
CCc1ccc(-c2cc(C)no2)cc1S(=O)(=O)N1CC(=O)Nc2ccccc21
→ 7	11	-3	6	0	-9	3	-17
O=C1CC(O)(C(F)(F)F)Oc2c1ccc1ccccc21 (stereo not drawn)
→ -3	20	4	9	-10	-11	-16	-4
Cc1ccccc1C(=O)O/N=C(\N)Cc1cccs1
→ 1	-21	-3	-62	-8	-22	-73	-22
CC(C)C(=O)Nc1cc(C(F)(F)F)ccc1-n1ccnc1
→ -3	10	6	14	-1	-11	-8	-9
O=C(CN1CCN(C(=O)c2cccs2)CC1)NC1CCCCC1
→ -4	-2	0	11	-2	19	20	3
Cc1ccc(-c2cc(C(F)(F)F)n3ncc(C(=O)O)c3n2)cc1
→ -1	·	·	·	-2	4	·	5
NS(=O)(=O)c1ccc(NC(=O)COC(=O)c2c3c(nc4ccccc24)/C(=C\c2ccc4c(c2)OCO4)CCC3)cc1
→ 9	·	·	·	5	2	·	-5
C1CCN(c2nc3nonc3nc2NCC2CCOCC2)CC1
→ 0	11	-8	6	3	2	15	0
Cc1cc(C)c(NC(=O)CS(=O)CC(=O)NCCN2CCCCCC2)c(C)c1 (stereo not drawn)
→ -6	2	-1	-14	-2	15	-22	-2
O=S(=O)(N1CCCCC1)N1CCN(c2cc(Cl)ccc2Cl)CC1
→ -1	·	·	·	-17	9	·	10

EBI2 antag, entries above that show a hit.
smiles | EBI2 antag | Jurkat NFkB inh | UBC13 polyUb | 697 NFkB inh | CXCR6 block | CCR6 antag | APJ antag
O=C(CSc1ccc(F)cc1)N1CCC(c2nc3ccccc3s2)CC1 | 46* | 16 | -4 | 1 | -1 | 11 | 2

Rewritten as labelled records: 4 of the compounds above
Cc1ccccc1C(=O)O/N=C(\N)Cc1cccs1
- EBI2 antag = 1
- Jurkat NFkB inh = -21
- UBC13 polyUb = -3
- 697 NFkB inh = -62
- CXCR6 block = -8
- CCR6 antag = -22
- APJ antag = -73
- Gli-Sufu block = -22

O=C(CSc1ccc(F)cc1)N1CCC(c2nc3ccccc3s2)CC1
- EBI2 antag = 46*
- Jurkat NFkB inh = 16
- UBC13 polyUb = -4
- 697 NFkB inh = 1
- CXCR6 block = -1
- CCR6 antag = 11
- APJ antag = 2
- Gli-Sufu block = 2

CC(=O)Nc1cccc(OC(=O)c2ccoc2C)c1
- EBI2 antag = -12
- Jurkat NFkB inh = 10
- UBC13 polyUb = 8
- 697 NFkB inh = -11
- CXCR6 block = -6
- CCR6 antag = -7
- APJ antag = 5
- Gli-Sufu block = -4

COc1ccc(/C=C/C(=O)NCC(=O)n2nc(C)cc2C)cc1
- EBI2 antag = 26
- Jurkat NFkB inh = 9
- UBC13 polyUb = 7
- 697 NFkB inh = 17
- CXCR6 block = 5
- CCR6 antag = 5
- APJ antag = -1
- Gli-Sufu block = 2

Some entries already given with just CCR6 antag.
SMILES | CCR6 antag
Cc1ccc(N=Cc2cc(Br)cc(Cl)c2O)cc1 | 24
CC(=O)N1[C@H](C)C=C[C@]1(Cc1ccccc1)C(=O)NCc1cc(F)cc(C(F)(F)F)c1 | 10
COc1ccc(Nc2nnc(-c3ccc(C(=O)NCCO)cc3)c3ccccc23)cc1 | 2

Hits appear at their usual frequency; 3% or so of the library scored in one or more.
